Compound activity from PubChem BioAssay.
NCI-60 one-dose screen, 48 h, at 10 µM unless noted. Numbers give growth in % (100 = growth as untreated, 0 = no growth, -100 = all killed).
MDA-MB-231 – MDA-MB-231 breast cancer. 81,000 compounds, 5% hits
MDA-MB-468 – MDA-MB-468 breast cancer; 78,000 compounds, 8.5% hits; AID 2202374
BT-549 – BT-549 breast cancer | 78,000 compounds, 4.4% hits | AID 1794793
SK-MEL-28 – SK-MEL-28 melanoma | 81,000 compounds, 4.1% hits | AID 1794761
LOX IMVI – LOX IMVI melanoma; AID 1794757; 79,000 compounds, 7.4% hits
MCF7 – MCF7 breast cancer; 82,000 compounds, 6.3% hits; AID 1794796
HS 578T – HS 578T breast cancer; 78,000 compounds, 4.1% hits
T-47D – T-47D breast cancer. 79,000 compounds, 5% hits. AID 1794792
Starred values were filed as active, the others as inactive; nt = no result given; & = joins results of further samples; ! = not confirmed by another sample. Rule for the calls: active = growth percent below 10; inactive = the rest.

Fields – MDA-MB-231 | MDA-MB-468 | BT-549 | SK-MEL-28 | LOX IMVI | MCF7 | HS 578T | T-47D
1. O=C(N=Nc1c(O)[nH]c2ccc(F)cc12)c1cc2ccccc2[nH]1
 : 95 | 124 | 90 | 110 | 97 | 90 | 101 | 88
2. O=S(=O)(NCCNc1cc(-c2cn(-c3ccccc3)nc2-c2cccc(O)c2)ccn1)c1ccc(Cl)cc1
 : -2.9* | -25* | 51 | nt | 30 | 15 | 21 | 14
3. O=C(Nc1ccc(Cn2nnc3c(F)cccc32)cc1)c1ccc(Cl)cc1
 : 65 | 17 | 81 | 78 | 63 | 56 | 82 | 58
4. O=C(Nc1ccc(OCc2ccc(Br)cc2)cc1)c1ccc2nc(NS(=O)(=O)c3ccc4ccccc4c3)sc2c1
 : 89 | 101 | 109 | 102 | 93 | 90 | 101 | 98
5. O=C(c1ccc(C(F)(F)F)c(Cl)c1)N(Cc1ccc(Cl)cc1)c1ccc(-c2cc(C(F)(F)F)[nH]n2)c(O)c1
 : -36* | -12* | 15 | 31 | 4.7* | 4.3* | 3.7* | nt
6. COc1ccc(-c2c(C#N)c(=O)[nH]c3c2c(N)nn3-c2ccccc2)cc1
 : 96 | 125 | 104 | 110 | nt | 92 | 105 | 90
7. N#Cc1cnn2c1NC1=C(CCc3ccccc31)C2c1ccc(Cl)cc1 (stereo not drawn)
 : 86 | 96 | 98 | 109 | 97 | 92 | 95 | 81
8. C=C(C)[C@@H]1CC[C@]2(C(=O)O)CC[C@]3(C)[C@H](CC[C@@H]4[C@@]5(C)C[C@@H](CC#Cc6ccc(C#N)cc6)[C@H](O)C(C)(C)[C@@H]5CC[C@]43C)[C@@H]12
 : 79 | 57 | 75 | 95 | 51 | 35 | 84 | 53
9. COc1cc(CNC(=O)/C=C/C=C/c2ccc3c(c2)OCO3)ccc1OCc1cn(-c2cccc(C(F)(F)F)c2)nn1
 : 94 | 97 | 106 | 109 | 89 | 74 | 90 | 85
10. CCOC(=O)C1=CSC2=NC3=C(CCC/C3=C\c3cc(OC)c(OC)c(OC)c3)C(c3cc(OC)c(OC)c(OC)c3)N12 (stereo not drawn)
 : 74 | 34 | nt | 67 | 23 | 30 | 47 | 89
11. Cc1cc(NCC(=O)Nc2ccc(-c3nc4ccccc4s3)cc2)no1
 : 108 | -47* | 95 | 110 | -43* | 36 | 101 | 80
12. O=C(O)CCCN1C(=O)/C(=C/c2ccccc2)SC1=S
 : 100 | 95 | 137 | 98 | 89 | 84 | 103 | 102
13. COc1cc2nc(SCC(=O)NNC(=S)NC(=O)c3ccc(Br)cc3)n(-c3ccc(Cl)cc3)c(=O)c2cc1OC
 : 107 | 109 | 110 | 104 | 66 | 95 | 91 | 103
14. Cn1cnc([N+](=O)[O-])c1Sc1ncnc2nc[nH]c12
 : 58&31 | -4.5*! | 71 | 116&105 | 23&22 | 33&36 | 69&80 | 80&65
15. COC(=O)C12C3C(=O)N(c4ccc(OC)cc4)C(=O)C3C(c3cn(-c4ccccc4)nc3-c3ccccc3)N1[C@H](c1cn(-c3ccccc3)nc1-c1ccccc1)[C@@H]1C(=O)N(c3ccc(OC)cc3)C(=O)[C@@H]12 (stereo partly drawn)
 : 107 | 97 | 104 | 102 | 99 | 100 | 109 | 104
16. N=c1ccn2c(n1)OC1C(O)C(CO)OC12 (stereo not drawn)
 : 92 | 6.2* | 45 | 53 | 10 | 15 | 85 | 61
17. CCCCC[C@@H]1N=C(N)N[C@@H]2CC[C@H]1O2
 : 99 | 79 | 108 | 105 | 97 | 93 | 99 | 86
18. CC(C)N(CCOC(=O)Nc1ccccc1Cl)C(C)C
 : 106 | 104 | 89 | 110 | 101 | 104 | 96 | 107
19. CCc1sc(N(C(C)=O)c2ccc(Br)cc2)nc1OC(C)=O
 : 101 | 100 | 97 | 102 | 97 | 92 | 106 | 97
20. CCCn1c(=O)[nH]c2c(c1=O)C(c1ccc(Cl)cc1)c1c([nH]c(=O)n(CCC)c1=O)N2
 : 114 | 98 | 110 | 100 | 100 | 103 | 98 | 98
21. CCCCCc1nc2c(c(C)nn2-c2ccc(C#N)cc2)c2c1CCCC2
 : 104 | 124 | 99 | 109 | 99 | 94 | 89 | 86
22. Nc1ccc2c(c1)C(=O)NC2=O
 : 101 | 75 | 117 | 100 | 98 | 97 | 93 | 94
23. COc1ccccc1/C=C/C=N/NC1=NC2C(S1)N(C)C(=O)N2C (stereo not drawn)
 : 40 | -5.3* | 68 | 56 | 35 | 20 | 4.0* | 31
24. Cc1ccc(-n2nc(C(=O)NCC(=O)O)nc2-c2ccccc2)cc1
 : 116 | 107 | 96 | 113 | 98 | 99 | 103 | 104
25. CCCCCCCCCCOC(c1ccccc1)c1ccccc1
 : 88 | 92 | nt | 96 | 80 | 91 | 100 | 77
26. CN1CCN(Cc2ccc(C(=O)Nc3cccc(Nc4ccc5c(O)cccc5n4)c3)cc2C(F)(F)F)CC1
 : -60* | -93* | -58* | -95* | -100* | -67* | -38* | -37*
27. CC(=O)O[C@H]1C[C@@]2(C)[C@@H](C[C@@H](O)[C@H]3[C@@]4(C)CCC(NCCN)[C@@H](C)[C@@H]4CC[C@@]32C)/C1=C(\CCC=C(C)C)C(=O)O (stereo partly drawn)
 : 103 | 109 | 106 | 106 | 100 | 101 | 99 | 106
28. CCCCc1nc(Cl)c(C2C(C#N)=C(N)Oc3n[nH]c(C)c32)[nH]1 (stereo not drawn)
 : 103 | 104 | 110 | 108 | 97 | 89 | 108 | 93
29. CCOC(=O)c1ccc(NC(=S)P(=O)(c2ccccc2)c2ccccc2)cc1
 : 109 | nt | 101 | 106 | 85 | 100 | 96 | 109
30. CC(C)(C)OC(=O)N1C(=O)[C@@H](O[Si](c2ccccc2)(c2ccccc2)C(C)(C)C)[C@H]1/C=C/c1ccccc1
 : 69 | 65 | 83 | 96 | 65 | 54 | 77 | 48
31. O=C(COc1ccccc1)Nc1ccc2oc(=O)ccc2c1
 : 112 | 100 | 109 | 113 | 105 | 96 | 104 | 109
32. Clc1ccc(-c2nc(NCCc3ccccc3)nc3c(NCCc4ccccc4)cnn23)cc1
 : 92 | 48 | 64 | 75 | 61 | 31 | 77 | 63
33. O=C(Nc1ccc(N=Cc2ccccc2O)cc1)NC1C=c2ccccc2=CC1 (stereo not drawn)
 : 92 | 87 | 87 | 100 | 105 | 93 | 102 | 91
34. COC(=O)c1ccc2c(c1)nc(-c1cc3ccccc3[nH]c1=O)n2-c1ccc(OC)cc1
 : 79 | 85 | 101 | 72 | 94 | 47 | 92 | 78
35. C[C@]12C[C@@H](c3ccoc3)OC(=O)[C@@H]1CC[C@]1(C)[C@@H]2CC[C@@H](O)[C@]1(C)O
 : 75 | 88 | 106 | 94 | 70 | 108 | 81 | 83
36. N#Cc1c(N)c2nnn(-c3ccc(S(N)(=O)=O)cc3)c2[nH]c1=O
 : 93 | 104 | 100 | 104 | 95 | 98 | 98 | 95
37. Nc1ncnc2c1N=C(c1ccc3c(c1)OCO3)CC(c1ccc([N+](=O)[O-])cc1)N2N=O (stereo not drawn)
 : 72 | 58 | nt | 82 | 62 | 38 | 75 | 61
38. COc1c(Cl)cc(Cl)c2ccc(C=C3C(=O)NC(=S)NC3=O)nc12
 : 113 | 108 | 90 | 103 | 101 | 91 | 102 | 101
39. CCOC(=O)/C(F)=C/C1CC1C(c1ccccc1)c1ccccc1 (stereo not drawn)
 : 88 | 36 | 117 | 103 | 85 | 81 | 81 | 71
40. COc1cc2c(cc1OCCCCCOc1ccc(-n3c(C)nc4ccccc4c3=O)cc1)N=C[C@@H]1CCCN1C2=O
 : 2.3* | nt | -89* | -67* | -32* | -54* | nt | -7.9*
41. O=NN(CCCl)C(=O)NC1CCC(NC(=O)N(CCCl)N=O)CC1 (stereo not drawn)
 : 112 | 95 | 100 | 108 | 53 | 87 | 102 | 93
42. CN(C)c1ccc(/C=C/C(=O)c2ccccc2)cc1
 : 103 | 90 | 81 | 97 | 78 | 45 | 98 | 68
43. Nc1nc(CSCc2n[nH]c(=S)o2)nc(Nc2ccccc2)n1
 : 108 | 99 | 97 | nt | 93 | 94 | 94 | 99
44. COC(=O)[C@@H](NC(=O)NC(=O)NC(=O)CI)C(C)C
 : 72 | 72 | nt | 92 | -77* | 60 | 87 | 45
45. CCOC(=O)C(CCc1ccc([N+](=O)[O-])cc1)(CCc1ccc([N+](=O)[O-])cc1)C(=O)OCC
 : 80 | 112 | 100 | 108 | 83 | 102 | 96 | 86
46. CC1SC(=S)N(CCc2ccccc2)C1=O (stereo not drawn)
 : 98 | 100 | 126 | 99 | 107 | 92 | 100 | 104
47. O=C(OCC1OC(F)C(OC(=O)c2ccccc2)C1OC(=O)c1ccccc1)c1ccccc1 (stereo not drawn)
 : 114 | 110 | 108 | 107 | 97 | 107 | 113 | 97
48. O=C(Nc1ncc(Cc2ccc(Cl)c(Cl)c2)s1)c1cc(Br)cs1
 : 97 | 62 | 92 | 113 | 94 | 48 | 106 | 75
49. OCCCCc1nccc2c1[nH]c1ccccc12
 : 95 | 93 | 57 | 111 | 100 | 89 | 106 | 110
50. C[C@H]1N[C@]2(C(=O)Nc3ccccc32)[C@@H](c2ccc(F)cc2)[C@@H]1C(=O)c1ccc(O)cc1
 : 94 | 95 | 108 | 103 | 97 | 98 | 113 | 96
51. O=Nc1c(-c2ccccc2)n(O)[n+]([O-])c1-c1ccccc1
 : 113 | nt | 111 | 102 | 104 | 97 | 98 | 98
52. NS(=O)(=O)c1ccc(OCCOc2ccc(S(N)(=O)=O)cc2)cc1
 : 102 | 97 | 94 | 106 | 91 | 102 | 91 | 86
53. O=C(Nc1ccc(-n2ccc3c(NC(=O)c4ccccc4)ncnc32)cc1)Nc1cccc(Cl)c1Cl
 : -9.3* | -36* | 49 | -24* | -24* | 2.1* | nt | 43
54. N#Cc1c(-c2ccco2)nc(N2N=C(c3ccccc3)CC2c2ccc(F)cc2)[nH]c1=O (stereo not drawn)
 : 92 | 89 | 106 | 107 | 92 | 53 | 110 | 80
55. CCCCOc1ccc(NC(=O)n2ncc3cc(N=NN(C)C)ccc32)cc1
 : 103 | 50 | 71 | 83 | 70 | 70 | 88 | 33
56. COc1ccc(Cn2cc3c(c2)-c2ncncc2CC3)cc1
 : 97 | 101 | nt | 119 | 99 | 103 | 95 | 89
57. CC(C)(CCOC(=O)Nc1cccc2ccccc12)c1ccccc1
 : 102 | 88 | 101 | 111 | 93 | 92 | 103 | 76
58. Cc1nc2ccccc2c(/C=C/c2ccc(F)cc2)c1C(=O)c1ccccc1
 : 91 | 85 | 95 | 116 | 81 | 84 | 92 | 63
59. CCCCCC(=O)OCc1ccccc1
 : 109 | 97 | 84 | 113 | 97 | 97 | nt | 95
60. CCCCCCCCCC1CCN(C(c2ccc(NC(C)=O)cc2)c2ccc(NC(C)=O)cc2)CC1
 : 78 | 115 | 101 | 100 | 104 | 91 | 104 | 90

Random excerpt: two entries already listed
Fields – MDA-MB-231 | MDA-MB-468 | BT-549 | SK-MEL-28 | LOX IMVI | MCF7 | HS 578T | T-47D
55. CCCCOc1ccc(NC(=O)n2ncc3cc(N=NN(C)C)ccc32)cc1
 : 103 | 50 | 71 | 83 | 70 | 70 | 88 | 33
27. CC(=O)O[C@H]1C[C@@]2(C)[C@@H](C[C@@H](O)[C@H]3[C@@]4(C)CCC(NCCN)[C@@H](C)[C@@H]4CC[C@@]32C)/C1=C(\CCC=C(C)C)C(=O)O (stereo partly drawn)
 : 103 | 109 | 106 | 106 | 100 | 101 | 99 | 106

Continued.
Fields – MDA-MB-231 | MDA-MB-468 | BT-549 | SK-MEL-28 | LOX IMVI | MCF7 | HS 578T | T-47D
61. CC1CCc2c(sc3nc(Nc4ccccc4)n(NC(=S)Nc4ccccc4)c(=O)c23)C1 (stereo not drawn)
 : 108 | 99 | 119 | 99 | 102 | 84 | 113 | 100
62. O=[N+]([O-])c1ccc(Cc2nc3ccccc3s2)cc1
 : 103 | 106 | 100 | 112 | 93 | 98 | 99 | 89
63. Cc1ncc(C[n+]2csc(CCO)c2C)c(N)n1
 : 107 | 109 | 131 | 122 | 96 | 112 | 106 | 99
64. CC1(C)CC(=O)C2=C(C1)OC1=C(C(=O)CC(C)(C)C1)C2c1cccc([N+](=O)[O-])c1
 : 99 | 107 | 104 | 108 | 101 | 100 | 95 | 93
65. Nc1cc(C(=O)NC[C@H]2CN(c3ccc(N4CCC(C(=O)O)CC4)cc3)C(=O)O2)ccc1Cl
 : 94 | 99 | 104 | 109 | 97 | 95 | 107 | 98
66. CC(Br)C(Br)c1cc2c(cc1Br)OCO2 (stereo not drawn)
 : 110 | 97 | 100 | 105 | 96 | 94 | -96* | 74
67. CCOC(=O)c1cc(-c2ccccc2)nc2c(O)cccc12
 : 89 | 102 | 95 | 111 | 70 | 80 | 97 | 84

Gathered by group, the compounds so far with bromine
Fields – MDA-MB-231 | MDA-MB-468 | BT-549 | SK-MEL-28 | LOX IMVI | MCF7 | HS 578T | T-47D
4. O=C(Nc1ccc(OCc2ccc(Br)cc2)cc1)c1ccc2nc(NS(=O)(=O)c3ccc4ccccc4c3)sc2c1
 : 89 | 101 | 109 | 102 | 93 | 90 | 101 | 98
13. COc1cc2nc(SCC(=O)NNC(=S)NC(=O)c3ccc(Br)cc3)n(-c3ccc(Cl)cc3)c(=O)c2cc1OC
 : 107 | 109 | 110 | 104 | 66 | 95 | 91 | 103
19. CCc1sc(N(C(C)=O)c2ccc(Br)cc2)nc1OC(C)=O
 : 101 | 100 | 97 | 102 | 97 | 92 | 106 | 97
48. O=C(Nc1ncc(Cc2ccc(Cl)c(Cl)c2)s1)c1cc(Br)cs1
 : 97 | 62 | 92 | 113 | 94 | 48 | 106 | 75
66. CC(Br)C(Br)c1cc2c(cc1Br)OCO2 (stereo not drawn)
 : 110 | 97 | 100 | 105 | 96 | 94 | -96* | 74
